Rin1-Abl PPI inh: blocks binding of human Rin1 to Abl; inhibition, % at 7.35 µM; TR-FRET Rin1/Abl binding, biochemical; 0.4% of 360,000 active; P00519+Q13671; in the data active = inhibition above about 5%, passing the limit was not always enough
Target sequence (P00519 whole entry, looked up): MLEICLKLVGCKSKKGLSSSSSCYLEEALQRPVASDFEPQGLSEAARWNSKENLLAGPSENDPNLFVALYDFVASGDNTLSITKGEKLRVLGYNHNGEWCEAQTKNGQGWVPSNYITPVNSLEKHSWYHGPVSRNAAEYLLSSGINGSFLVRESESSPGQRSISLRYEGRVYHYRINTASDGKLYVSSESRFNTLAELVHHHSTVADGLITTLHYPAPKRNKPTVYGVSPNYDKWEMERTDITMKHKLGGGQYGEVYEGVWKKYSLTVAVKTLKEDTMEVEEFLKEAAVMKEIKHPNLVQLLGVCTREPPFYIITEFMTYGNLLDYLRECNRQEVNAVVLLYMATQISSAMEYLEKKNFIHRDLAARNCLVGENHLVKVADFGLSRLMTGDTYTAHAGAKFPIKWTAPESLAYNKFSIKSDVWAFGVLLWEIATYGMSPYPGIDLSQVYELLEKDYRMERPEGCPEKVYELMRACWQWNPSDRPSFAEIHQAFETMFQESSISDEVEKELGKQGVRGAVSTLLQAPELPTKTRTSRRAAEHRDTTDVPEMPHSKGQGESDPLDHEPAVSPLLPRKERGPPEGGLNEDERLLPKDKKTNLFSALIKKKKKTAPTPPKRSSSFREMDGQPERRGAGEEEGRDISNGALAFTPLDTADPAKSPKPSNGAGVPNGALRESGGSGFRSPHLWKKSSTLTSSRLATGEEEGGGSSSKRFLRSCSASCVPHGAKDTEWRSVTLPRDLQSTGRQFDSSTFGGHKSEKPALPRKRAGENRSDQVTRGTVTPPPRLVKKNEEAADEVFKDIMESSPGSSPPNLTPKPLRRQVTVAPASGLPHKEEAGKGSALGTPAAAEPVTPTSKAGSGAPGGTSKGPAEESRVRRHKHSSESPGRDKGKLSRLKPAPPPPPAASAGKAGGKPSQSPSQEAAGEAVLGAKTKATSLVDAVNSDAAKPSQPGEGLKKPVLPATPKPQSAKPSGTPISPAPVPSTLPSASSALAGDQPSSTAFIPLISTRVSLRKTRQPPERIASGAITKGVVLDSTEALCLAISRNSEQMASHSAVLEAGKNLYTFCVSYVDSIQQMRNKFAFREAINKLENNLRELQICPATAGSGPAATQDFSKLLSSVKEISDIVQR
Target sequence (Q13671 whole entry, looked up): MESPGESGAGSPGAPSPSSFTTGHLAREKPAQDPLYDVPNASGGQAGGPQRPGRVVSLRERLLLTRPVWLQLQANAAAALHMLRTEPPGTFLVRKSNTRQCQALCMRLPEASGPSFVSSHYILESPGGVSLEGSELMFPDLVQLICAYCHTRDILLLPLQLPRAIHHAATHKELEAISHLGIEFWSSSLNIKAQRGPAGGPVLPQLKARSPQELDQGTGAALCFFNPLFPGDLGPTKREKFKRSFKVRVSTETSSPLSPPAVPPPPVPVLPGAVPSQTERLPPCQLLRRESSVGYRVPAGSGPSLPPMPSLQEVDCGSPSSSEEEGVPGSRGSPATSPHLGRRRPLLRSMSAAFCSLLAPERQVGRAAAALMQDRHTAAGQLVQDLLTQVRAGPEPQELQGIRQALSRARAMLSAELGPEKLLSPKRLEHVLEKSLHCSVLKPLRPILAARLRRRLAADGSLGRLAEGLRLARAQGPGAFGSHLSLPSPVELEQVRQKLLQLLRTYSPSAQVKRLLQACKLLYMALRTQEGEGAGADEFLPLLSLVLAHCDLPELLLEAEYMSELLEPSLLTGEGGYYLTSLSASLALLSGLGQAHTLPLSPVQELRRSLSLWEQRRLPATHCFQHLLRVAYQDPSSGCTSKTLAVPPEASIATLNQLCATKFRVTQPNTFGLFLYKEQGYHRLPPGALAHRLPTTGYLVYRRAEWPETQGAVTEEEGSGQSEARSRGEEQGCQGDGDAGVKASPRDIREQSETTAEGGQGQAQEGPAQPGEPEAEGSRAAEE
SKN-1 inh: C. elegans SKN-1 inhibition; C. elegans VP596 Pgst-4::GFP/RFP ratio, acrylamide-induced, 24 h; inhibition, % at 21.8 µM; 0.49% of 360,000 active; AID 624304;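 active = interference check ratio from 0.5 to 1.5 plus GFP to RFP signal ratio inhibition reaching or exceeding a fixed threshold, cut at about 30% in these data, passing the limit was not always enough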; note: some compounds called inactive have numbers as strong as hits
E coli Lon inh: inhibits E. coli Lon protease; purified E. coli Lon protease, fluorescence polarization; 0.42% of 360,000 active; P0A9M0; inhibition, % at 7.94 µM; in the data active = inhibition above about 13%, passing the limit was not always enough;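 note: 0% = enzyme with probe and DMSO and 100% = no enzyme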
NRP1-CendR mod: NRP-1/CendR interaction modulation; inhibition, % at 25 µM; FAM-RPARPAR peptide binding to NRP-1, fluorescence polarization; O14786; 0.85% of 360,000 active;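 active = inhibition or corrected inhibition above about 18%, plus a signal ratio from 0.5 to 1.5, limit read from the data, passing the limit was not always enough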; note: strong numbers were not always called active
FAS TE block: inhibitors of human fatty acid synthase thioesterase domain | 0.67% of 360,000 active | AID 602261 | P49327 | inhibition, % at 15 µM | recombinant FAS-TE, OMFH fluorogenic substrate, fluorescence endpoint;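 active = compounds whose normalised, plate-corrected inhibition of enzyme fluorescence in the single-dose primary screen is 50% or more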;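 note: 0% = DMSO with enzyme and 100% = substrate without enzyme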
MsrA act: activators of bovine methionine sulfoxide reductase A; AID 602163; 0.3% of 360,000 active; activation, % at 10.6 µM; purified bovine MsrA, absorbance read-out; in the data active = activation above about 7.5%;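 note: 0% = vehicle and 100% = reference activator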
MT1-MMP act inh: blocks activation of human MT1-MMP. P50281. HT1080 RFP-PRO-GFP cells, GFP/RFP ratio fluorescence, overnight; percent of plate control window, DMSO zero. GFP/RFP ratio change, % at 20 µM. 0.061% of 360,000 active. AID 651647;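 active = GFP/RFP ratio change of at least 30% with cell ATP level not reduced by more than half and red fluorescence within 50% of control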; note: strong numbers were not always called active
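Assay system: RFP-PRO-GFP reporter HT1080 cells; read-out basis: GFP/RFP fluorescence ratio; benchmarks: DMSO wells and RFP-L50D-GFP cells; doses: 20 µM single dose, 1% DMSO; schedule: overnight cell settling, then overnight compound exposure, 37 °C, 5% CO2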
Neddyl block: blocks human cullin neddylation; P61081+Q13564; TR-FRET cullin neddylation, biochemical; calls only at 25 µM; 0.58% of 360,000 active; in the data active = inhibition above about 36%
MLLE-PAM2 inh: blocks PAM2 peptide binding to the PABP1 MLLE domain. P11940. GST-MLLE / FITC-PAM2 fluorescence polarization. inhibition, % at 20 µM. 0.36% of 360,000 active. AID 588489; in the data active = inhibition above about 35%, passing the limit was not always enough;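 note: plate controls were DMSO wells with GST-MLLE for no effect and wells lacking GST-MLLE protein for full effect; some results filed as inactive read as strong as hits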
Active calls of the source: *; i = inactive; / = no result given. Compounds were not picked by outcome (roughly 4% active in at least one column).

SMILES | Rin1-Abl PPI inh | SKN-1 inh | E coli Lon inh | NRP1-CendR mod | FAS TE block | MsrA act | MT1-MMP act inh | Neddyl block | MLLE-PAM2 inh
Cc1ccc(C2=NS(=O)(=O)N(C)C(C(=O)NCc3ccccn3)=C2)cc1 | 0 | -2 | 0 | 0 | -1 | 2 | -3 | i | -5
CCN1C(=O)[C@H]2[C@H]3CN=C(SCc4ccc(C(=O)OC)cc4)N3[C@@](CC)(C(=O)OC)[C@H]2C1=O | -2 | 2 | -2 | -4 | -1 | -7 | 2 | i | 16
Cc1ccccc1-c1nc2c3ccccc3nc(=S)n2[nH]1 | 1 | 2 | -1 | -21 | 0 | 0 | 8 | i | -54
O=C(CCCNC(=O)/C(=C\c1ccccc1F)NC(=O)c1ccccc1)OCc1ccccc1 | 3 | 8 | 4 | 12 | 6 | 2 | -3 | i | 2
COc1ccc(CCNC(=O)C2CC(=O)N(c3ccc(C(C)(C)C)cc3)C2)cc1OC (configuration not stated) | 3 | 0 | 4 | -7 | -8 | -8 | 3 | i | -2
CCC(C)NCC(=O)Nc1sc2c(c1C(N)=O)CCC2 (configuration not stated) | 1 | -4 | -14 | -7 | -5 | -5 | 3 | i | 16
CC(=O)Nc1ccc(S(=O)(=O)NNC(=S)NCC2CCCO2)cc1 (configuration not stated) | 2 | -4 | 5 | 20 | -2 | -1 | 3 | i | -29
Nc1nc2nccc(-c3ccc(Cl)cc3)n2n1 | -1 | -6 | -8 | 2 | -8 | -5 | 4 | / | 5
CC(=O)N/C(=C\c1ccccc1)C(=O)NC(C)C(=O)O (configuration not stated) | -4 | -3 | -5 | -3 | -3 | 0 | 3 | i | -11
CCOC1=C2[C@@H](CN(S(=O)(=O)c3ccc(C)cc3)[C@H]2c2ccccc2)[C@H]2C(=O)N(Cc3ccccc3)C(=O)[C@H]2C1 | 5 | -1 | -4 | 1 | 76* | -8 | -11 | i | -16
O=C(c1cc2cc(Cl)ccc2[nH]1)N1CCc2ccccc2C1 | -5 | 18 | -9 | -25 | -3 | -3 | 2 | i | -4
O=S1(=O)N(Cc2ccccc2F)CCCN1Cc1c(F)cccc1Cl | 3 | -13 | -12 | -12 | 31 | -2 | 2 | i | -3
Cc1cc(C)c2ccc3c(C)c(C)nc3c2[nH]1 | -4 | 53* | 5 | 4 | 0 | -7 | -10 | i | 8
CC(=O)NC(CC(C)C)C(=O)NC(Cc1ccccc1)C(=O)CCl (configuration not stated) | 2 | 13 | 3 | 2 | 9 | 2 | 1 | i | 13
N#Cc1ccsc1NC(=O)CCc1ccccc1 | 4 | 8 | 5 | -9 | -3 | -4 | -4 | i | 9
Nc1ccc(Oc2cccc(Oc3ccc(N)cc3)c2)cc1 | 0 | 15 | -3 | 3 | 3 | 0 | 1 | i | 6
CCOC(=O)C1(Cc2ccccc2)CCN(Cc2cn[nH]c2-c2ccccc2)CC1 | 9.5* | 4 | 3 | 2 | 2 | -1 | 0 | i | 16
Cc1c(C(=O)O)[nH]c2c1C(=O)CC(c1ccccc1)C2 (configuration not stated) | 1 | -19 | -5 | -3 | -9 | -13 | 0 | i | -7
COc1ccc(-c2nnc(CSc3nnc(-c4ccncc4)n3C3CCCCC3)o2)cc1OC | 0 | 6 | -2 | -8 | 0 | 1 | 4 | i | 0
Cn1cc(CCC(=O)NCc2ccc3c(c2)OCO3)c2ccccc21 | -1 | 7 | -5 | 3 | -2 | -2 | -1 | i | -7
Cc1ccc(C(=O)O)cc1[N+](=O)[O-] | -3 | -7 | 1 | 3 | -5 | -4 | 0 | i | -1
Cc1oc(-c2cccc(Cl)c2)nc1CN1CCC(C(=O)NC2CC2)CC1 | -3 | 8 | -5 | 5 | -8 | 4 | 2 | i | 1
O=[N+]([O-])c1cccc(COc2ccccc2CO)c1 | / | 10 | 1 | 10 | 8 | -4 | 7 | i | /
C[C@H](CO)N1C[C@H](C)[C@@H](CN(C)Cc2ccccc2)OCc2cnnn2CCCC1=O | -1 | 0 | 2 | -6 | -7 | -3 | 10 | i | -1
CC1CCCCN1C(=O)CCn1c(=O)oc2ccccc21 (configuration not stated) | -3 | 30 | 6 | 3 | -6 | -4 | -6 | i | -5
COCCCn1c(SCC(=O)c2c(N)n(C3CC3)c(=O)[nH]c2=O)nnc1-c1ccccc1Cl | -5 | 13 | 3 | 6 | -5 | 0 | 2 | i | 1
O=C(CNS(=O)(=O)c1ccccc1)OCC(=O)c1ccc(F)cc1 | 1 | -15 | 0 | 5 | -5 | -5 | 1 | i | -7
COc1cccc(NC(=O)CN(c2cccc(OC)c2)S(C)(=O)=O)c1 | 9 | -3 | -8 | 9 | -1 | -12 | 1 | i | -3
Brc1csc2ncccc12 | 0 | -14 | 6 | -1 | -4 | -9 | 1 | i | -7
CC1(C)Cc2c(c(N3CCCCC3)[nH]c(=S)c2C#N)CS1 | 3 | -7 | 6 | -3 | 4 | 1 | -3 | i | -8

Rin1-Abl PPI inh: entries above that show a hit
SMILES	Rin1-Abl PPI inh	SKN-1 inh	E coli Lon inh	NRP1-CendR mod	MsrA act	MT1-MMP act inh	Neddyl block	MLLE-PAM2 inh
CCOC(=O)C1(Cc2ccccc2)CCN(Cc2cn[nH]c2-c2ccccc2)CC1	9.5*	4	3	2	-1	0	i	16

Back to the main list; the four compounds before the break are reprinted first.
SMILES | Rin1-Abl PPI inh | SKN-1 inh | E coli Lon inh | NRP1-CendR mod | FAS TE block | MsrA act | MT1-MMP act inh | Neddyl block | MLLE-PAM2 inh
O=C(CNS(=O)(=O)c1ccccc1)OCC(=O)c1ccc(F)cc1 | 1 | -15 | 0 | 5 | -5 | -5 | 1 | i | -7
COc1cccc(NC(=O)CN(c2cccc(OC)c2)S(C)(=O)=O)c1 | 9 | -3 | -8 | 9 | -1 | -12 | 1 | i | -3
Brc1csc2ncccc12 | 0 | -14 | 6 | -1 | -4 | -9 | 1 | i | -7
CC1(C)Cc2c(c(N3CCCCC3)[nH]c(=S)c2C#N)CS1 | 3 | -7 | 6 | -3 | 4 | 1 | -3 | i | -8
Oc1ccc(-c2nccc(-c3cccs3)n2)cc1 | -1 | 0 | -1 | 2 | 4 | -4 | 4 | i | -4
Cc1cc(C)cc(NC(=O)C2COc3ccccc3O2)c1 (configuration not stated) | 1 | 6 | 3 | 2 | 7 | -3 | 4 | i | 3
CC1(C)CC2(CC(C)(C)N1)OC(=O)N1CCc3ccccc3C12C (configuration not stated) | 2 | 10 | 2 | -4 | -5 | -6 | 0 | i | -18
Cn1c(=O)c2[nH]c(NN=Cc3cccc(Br)c3)nc2n(C)c1=O | -4 | 3 | 4 | -11 | -1 | -6 | 0 | i | -21
CN(C)CCOC1c2ccccc2CCc2ccc3ccccc3c21 (configuration not stated) | -4 | -3 | 0 | 1 | -1 | -3 | -2 | i | -11
CNCCCc1[nH]nc(N)c1C#N | -4 | -13 | -5 | 2 | -7 | 0 | 6 | i | 8
Cc1cc(C(=O)NC2CCCc3c2cnn3-c2ccc(C)c(C)c2)nc(C)n1 (configuration not stated) | -2 | -3 | 10 | 9 | 1 | 0 | 1 | i | -4
CC1CN(CCCCOc2ccc(Cl)c3ccccc23)CC(C)O1 (configuration not stated) | -3 | 12 | -9 | -16 | 24 | -1 | 1 | i | 0
CCCCc1cc(=O)oc2cc(C)cc(OCC(=O)N3CCC(C(=O)O)CC3)c12 | -1 | 2 | -1 | 1 | -1 | -6 | 4 | / | -13
O=C(NCCNC(=O)c1ccc([N+](=O)[O-])cc1)c1ccncc1 | 0 | -3 | 1 | 4 | 18 | -4 | -3 | i | -19
Cc1cc(C)c(NC(=O)Cn2cnc3c(oc4ccccc43)c2=O)c(C)c1 | 3 | -4 | 0 | -6 | -9 | -3 | 3 | i | -3
Cc1n[nH]c(=S)n1/N=C/c1c(O)ccc2ccccc12 | -4 | -1 | 9 | 5 | -4 | -2 | 0 | i | -48
COc1ccc(-c2csc(NC(=O)c3ccccc3NS(=O)(=O)c3ccc(F)c(F)c3)n2)cc1 | 1 | 9 | -5 | -24 | 58* | 15* | -12 | i | 6
CCCOc1ccc(NC(=O)Cc2ccc(S(=O)(=O)N3CCOCC3)s2)cc1OCCC | -2 | -19 | 1 | 4 | 18 | 4 | 1 | i | -20
CCOC(=O)c1c(NC(=O)COC(=O)c2ccccn2)sc(C(=O)N(C)C)c1C | -4 | -1 | -2 | 2 | -7 | -2 | 1 | i | 8
OCCN1CCN(CC#CCn2c3ccccc3c3ccccc32)CC1 | -1 | 8 | -8 | 0 | -4 | 1 | 6 | i | -8
O=C1NC(=O)c2cc(NC(=O)C3CCCO3)ccc21 (configuration not stated) | 0 | -4 | -12 | -3 | -3 | 0 | 3 | / | 6
CC1CCN(C(=O)COc2ccc3ccccc3c2Br)CC1 | -2 | 7 | -8 | -2 | 18 | -1 | -4 | i | -3
COc1ccnc(Oc2ccc3ccccc3c2)c1C#N | 0 | -2 | -3 | 3 | 6 | -1 | 5 | i | 7
CCN1C(=O)[C@H]2[C@@H](c3ccc(-c4cccc(Cl)c4)c(OC)c3)N[C@@](CC(C)C)(C(=O)OC)[C@H]2C1=O | 3 | -8 | -9 | -13 | 44 | 3 | -20 | i | 11
Cc1ccc(NC(=O)NC2CCCCC2)c(C)c1 | -5 | 9 | -4 | -10 | -9 | -4 | 5 | i | -10
CC(C)[C@H](NC(=O)c1ccccc1F)C(=O)OCC(=O)NC(=O)NC1CCCCC1 | 2 | 9 | -4 | 3 | -1 | -1 | 3 | i | 10
CCOc1ccc(CCNC(=O)C(CCC(N)=O)NC(=O)OCc2ccccc2)cc1OCC (configuration not stated) | 0 | -8 | -1 | 6 | -2 | -1 | 4 | i | 4
O=C1NC[C@H](Cc2ccccc2)N(CCc2cccc(F)c2)C1=O | -1 | 7 | -3 | -6 | -6 | -2 | -1 | i | 10
O=C(O)CN1C(=O)/C(=C\c2ccccc2OCc2ccccc2)SC1=S | 3 | -6 | -19 | -41 | -1 | -7 | 2 | i | 26
Cc1ccc(Nc2cc(C)c3c(O)cccc3n2)cc1C | -3 | 17 | 2 | -3 | 7 | -3 | 0 | i | 13
COc1ccc(CN2CCCC(C(=O)N3CCCC3)C2)c(OC)c1 (configuration not stated) | -2 | 5 | -6 | -6 | -6 | -3 | 4 | i | -10
O=C(Nc1ccc2c(c1)OCCO2)C(c1cc2ccccc2o1)N1CCN(c2ccc(C(F)(F)F)cn2)CC1 (configuration not stated) | 0 | 10 | -2 | 3 | 55* | -2 | -1 | i | -13
CC(c1ccc(C(C)(C)C)cc1)S(=O)CC(O)CO (configuration not stated) | 0 | 2 | -20 | 1 | -6 | 0 | 1 | i | 18
Cc1ccc(N2CC(C(=O)Nc3c4c(nn3C(C)(C)C)CS(=O)(=O)C4)CC2=O)cc1 (configuration not stated) | 0 | 5 | 16 | 2 | -5 | -6 | 1 | i | 6
COc1ccc(NC(=O)CCCC(=O)c2ccccc2)c(OC)c1 | 2 | 0 | -5 | -3 | -2 | -2 | 3 | i | 9
COc1ccc(C2=NN(c3ccccc3)C(=O)/C2=C\c2ccc(O)c(OC)c2)cc1 | -3 | 8 | 2 | -28 | -4 | -3 | 7 | i | -48
CC(=O)Nc1ccc(NS(=O)(=O)c2cccc3ccccc23)cc1 | -1 | 5 | 8 | -1 | -5 | -3 | 6 | i | 12
O=C(Nc1ccc([N+](=O)[O-])cn1)c1ccc2c(c1)OCO2 | 0 | 4 | -11 | 7 | -2 | -1 | 5 | i | -3
CC(NC(=O)COC(=O)/C=C/c1ccc2c(c1)OCO2)c1ccccc1 (configuration not stated) | 4 | -18 | 15 | 7 | 0 | -9 | 4 | i | -14
CNC(=O)COC(=O)c1[nH]c(C)c(C(C)=O)c1C | 6 | 14 | 0 | -10 | -7 | -10 | 7 | i | -8
